Screens from PubChem.
14-3-3g Raf = 14-3-3 gamma protein interaction modulation; FP, 14-3-3gamma / TMR-pS259-Raf peptide binding; inhibition, % at 40 µM; 0.19% of 160,000 active; AID 422; in the data active = inhibition above about 30%;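 note: 0% = protein plus tracer without compound and 100% = blank with tracer alone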
Target sequence (P61981 whole entry, looked up): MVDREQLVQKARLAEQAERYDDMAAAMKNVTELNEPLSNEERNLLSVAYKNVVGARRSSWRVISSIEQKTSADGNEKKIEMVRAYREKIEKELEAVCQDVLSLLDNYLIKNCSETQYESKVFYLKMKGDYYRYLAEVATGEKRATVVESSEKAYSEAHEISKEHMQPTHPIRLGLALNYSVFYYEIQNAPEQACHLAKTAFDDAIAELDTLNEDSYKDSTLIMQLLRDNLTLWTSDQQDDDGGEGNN
* marks the source's active call; other numbers are inactive results; & = joins results of further samples. Some of the compounds tested (hit frequency here may not be typical).

SMILES	14-3-3g Raf
CCn1c(C)cc2c(c1=O)C(c1ccccc1Br)C(C#N)=C(N)O2 (stereo unspecified)	-24
COc1ccc(-c2nnc(SCc3nnc(-c4ccc(Cl)cc4)o3)n2-c2ccccc2)cc1	-1
CC(C)n1c(SCCCc2ccccc2)nc2c1c(=O)[nH]c(=O)n2C	-1&17
Cc1nn(CC(=O)Nc2ccc(F)cc2)c(=O)c2ccccc12	2
Cc1nnc(SCC(=O)N2CCC(c3noc4ccc(F)cc34)CC2)s1	4
O=S(=O)(N=C(Sc1ccccc1)c1ccccc1)c1ccc(Cl)cc1	-2
COC(=O)c1ccccc1NC(=O)C(C)NS(=O)(=O)c1ccc(OC)cc1 (stereo unspecified)	-4
Cc1ccc(S(=O)(=O)NCCCOC(=O)Nc2ccncc2)cc1	-9
Cc1ccc(CCNC(=O)CCCC2=NS(=O)(=O)c3ccccc3N2)cc1	-6
O=C(c1cc2n(n1)C(C(F)(F)F)CC(c1ccc(Cl)cc1)N2)N1CCN(c2ccc(F)cc2)CC1 (stereo unspecified)	-8
CC(CCc1ccco1)NC(=O)Cn1nc(Cc2ccncc2)c2ccccc2c1=O (stereo unspecified)	0
NS(=O)(=O)c1ccc(NC(=O)c2cccc(OCc3ccccc3)c2)cc1	5
CCOC(=O)c1ccc(NC(=O)c2ccccc2F)cc1	8
O=C(NC1CC1)c1ccc2c(=O)n(-c3ccccc3)c(=O)[nH]c2c1	-7
COC(=O)CSc1cccc2cccnc12	-1
COc1ccc(C2CC(C(F)(F)F)n3ncc(C(=O)Nc4sc5c(c4C(=O)OC(C)C)CCCC5)c3N2)cc1OC (stereo unspecified)	-1
CCOC(=O)c1cnc2c(Cl)cccc2c1NCCN1CCOCC1	-13
COc1ccc(C2N(c3cc(Cl)ccc3OC)C(=O)C3CCCN32)cc1 (stereo unspecified)	-1
CC(=O)c1cccc(NS(=O)(=O)c2cccc(C(=O)Nc3ccccc3C(=O)O)c2)c1	-10
O=C(O)CSc1nnc2c(n1)OC1(CCCC1)Nc1ccccc1-2	-4
O=C(Cn1ccc2ccccc2c1=O)NCCC(=O)N1CCN(c2ccccn2)CC1	-3
Cc1ccc(CCNc2ccccc2)c[n+]1[O-]	0&8
COCCN1C(=O)c2ccccc2C(C(=O)N2CCC(Cc3ccccc3)CC2)C1c1ccc(F)cc1 (stereo unspecified)	-4
Cc1nc2cc(O)ccc2n1C	2
c1coc(CNc2ncnc3sc4c(c23)CCCCC4)c1	-16

A draw from above in order of length of the SMILES, high to low.
SMILES	14-3-3g Raf
COc1ccc(C2CC(C(F)(F)F)n3ncc(C(=O)Nc4sc5c(c4C(=O)OC(C)C)CCCC5)c3N2)cc1OC (stereo unspecified)	-1
COCCN1C(=O)c2ccccc2C(C(=O)N2CCC(Cc3ccccc3)CC2)C1c1ccc(F)cc1 (stereo unspecified)	-4
O=C(Cn1ccc2ccccc2c1=O)NCCC(=O)N1CCN(c2ccccn2)CC1	-3
COC(=O)c1ccccc1NC(=O)C(C)NS(=O)(=O)c1ccc(OC)cc1 (stereo unspecified)	-4
COc1ccc(C2N(c3cc(Cl)ccc3OC)C(=O)C3CCCN32)cc1 (stereo unspecified)	-1
CCOC(=O)c1ccc(NC(=O)c2ccccc2F)cc1	8

(cont.)
SMILES	14-3-3g Raf
O=c1cc(O)sc2ccccc12	-22&-14
CN(C)S(=O)(=O)c1ccc(-c2nc3ccccc3s2)cc1	0
O=C(CCN1CCCC1)NCC1OCCc2ccccc21 (stereo unspecified)	-11
Cc1nc(SCC(=O)NCc2ccco2)c2c3c(sc2n1)CCCC3	-2&-6
O=c1nc(-c2ccccc2)cc(-c2ccccc2)[nH]1	4
CCOc1ccc(N2C(=O)CC(NCCc3ccccc3F)C2=O)cc1 (stereo unspecified)	4
CCOc1ccc(NC(=O)C2c3ccccc3C(=O)N(C)C2c2cccs2)cc1 (stereo unspecified)	-2
CCC(=O)NC(Nc1sc2c(c1C(N)=O)CCCC2)(C(F)(F)F)C(F)(F)F	-3
O=C(CSc1nnc2scc(-c3ccccc3)n12)Nc1ccccc1F	-1
Cc1ccc(CCN2CC(C(=O)NC3CCCC3)CC2=O)cc1 (stereo unspecified)	-3&2
Cc1ccc(Cl)cc1NS(=O)(=O)c1ccc2c(c1)c(=O)n(C)c(=O)n2C	-6
O=[N+]([O-])c1cccc(C2Nc3c(F)cccc3C3C=CCC32)c1 (stereo unspecified)	-28
CC(C)(C)c1ccc2c(c1)N(CC(=O)NCc1ccco1)C(=O)CO2	-3
Cc1ccc2oc(-c3ccc(C)c(NC(=O)c4ccc(C)c([N+](=O)[O-])c4)c3)nc2c1	-62
Cc1ccccc1OCc1nnc(SCC(=O)Nc2ccc3c(c2)oc2ccccc23)n1C	-9
COc1ccc(OC)c(C=Nc2oc(-c3ccccc3)c(-c3ccccc3)c2C#N)c1	-17
CCOc1ccc2nc(SCC(=O)Nc3cc(Cl)ccc3OC)sc2c1	-8
O=C(Nc1cc(OCC(F)(F)F)cc([N+](=O)[O-])c1)c1cc2ccccc2oc1=O	-1
Cc1cccc(-n2ccnc2SCC(=O)N2CCc3ccccc32)c1	-2
CN1CCN(c2nc(C(N)=O)cc(-c3ccccc3)n2)CC1	4
Cc1ccccc1-c1nnc(NC(=O)Cc2ccccc2)s1	6
CCc1cccc(NC(=O)Cn2c(=O)n(CCc3cccc(C)c3)c(=O)c3ccccc32)c1	-8
Cc1cccc(-n2c(=O)c3c(C)c(C)sc3n(CC(N)=O)c2=O)c1	-2
COc1cc(CNc2ccc3[nH]c(=O)[nH]c3c2)ccc1OCc1cccs1	-2
O=C(NCC1CCC(C(=O)O)CC1)c1cccnc1 (stereo unspecified)	-3

Quoted from the listing:
14-3-3g Raf result of CN1CCN(c2nc(C(N)=O)cc(-c3ccccc3)n2)CC1 stands at 4
14-3-3g Raf result of O=C(Nc1cc(OCC(F)(F)F)cc([N+](=O)[O-])c1)c1cc2ccccc2oc1=O stands at -1

Back to the main list, repeating the 4 entries before the break.
SMILES	14-3-3g Raf
CCc1cccc(NC(=O)Cn2c(=O)n(CCc3cccc(C)c3)c(=O)c3ccccc32)c1	-8
Cc1cccc(-n2c(=O)c3c(C)c(C)sc3n(CC(N)=O)c2=O)c1	-2
COc1cc(CNc2ccc3[nH]c(=O)[nH]c3c2)ccc1OCc1cccs1	-2
O=C(NCC1CCC(C(=O)O)CC1)c1cccnc1 (stereo unspecified)	-3
O=C(Cn1c(=S)[nH]c2ncccc2c1=O)NCCc1ccc(Cl)cc1	-1
CC(C)C[C@H](NC(=O)[C@@H](O)[C@H](N)Cc1ccccc1)C(=O)O	-2
Cn1c(=O)c2cc(S(=O)(=O)NC3CCCc4ccccc43)ccc2n(C)c1=O (stereo unspecified)	-34
COc1ccc(C2N=C(c3ccc(C)cc3)CC(c3ccccc3O)N2)cc1 (stereo unspecified)	-19
COC(=O)c1ccccc1NC(=O)C12CC3CC(CC(C3)C1)C2	-3
CC(=O)Nc1cc(C(=O)NC2CC2)ccc1S(=O)(=O)c1ccc(C)cc1	-12
CCOC(=O)/C=c1\s/c(=C(\C#N)C(=O)OCC)n(-c2ccccc2)c1=O	-80
COc1cccc(NS(=O)(=O)c2ccc3[nH]cc(C(=O)NCc4cccnc4)c(=O)c3c2)c1	-253
CCOC(=O)c1cccc(S(=O)(=O)N(CCO)Cc2cc3cc(OC)c(OC)cc3[nH]c2=O)c1	-4
COc1ccc(C2Nc3ccc4ccccc4c3C3=C2C(=O)CC(C)(C)C3)c(OC)c1 (stereo unspecified)	5
Cc1ccnc(NC(=O)Nc2ccc(F)cc2)c1	-7&-8
CCn1cc(C(=O)NCc2ccc(OC)cc2)c2c3ccccc3n(C)c2c1=O	-9
CCOc1ccccc1C1C(C(N)=O)=C(C)Nc2nc(-c3ccccc3Cl)nn21 (stereo unspecified)	2
O=C(Nc1ccc(N2CCN(Cc3ccccc3)CC2)cc1)c1cccnc1	-5
COc1cc2nc(SCc3ccc(F)cc3)n3nc(C)nc3c2cc1OC	-50
CN=C1CC(C)(C)CC(=O)/C1=C(/O)CCC(=O)NC	-2
Cc1cccc(N2CCN(C(=O)CCn3c(=S)oc4ccccc43)CC2C)c1 (stereo unspecified)	5
COc1ccc(CNC(=O)c2ccccc2F)cc1	-1
O=C1NCCCCC1NC1CC(=O)N(c2ccccc2)C1=O (stereo unspecified)	-9
CC1CC(C)CN(c2nc3c(c(=O)[nH]c(=O)n3C)n2CCSc2nc3ccccc3o2)C1 (stereo unspecified)	1
Cc1ccc(O)c(SC(C)(C)Sc2cc(C)ccc2O)c1	0
N#Cc1cn(-c2ccccc2)nc1-c1cc2ccccc2oc1=O	-4
CC1CCC(NC(=O)CN2CCC(n3nnc4cc(F)ccc43)CC2)CC1 (stereo unspecified)	-4
Cc1ccc(N2C(=O)C(N3C(=O)c4ccccc4C3=O)C2c2ccc(N(C)C)cc2)cc1Cl (stereo unspecified)	1
Cc1ccc(NC(=O)CSc2nccn2-c2cccc(C)c2C)cc1Cl	-11
Additional compounds.
SMILES	14-3-3g Raf
Cc1cc(C)n2nc(S(=O)(=O)N(CC(C)C)CC(C)C)nc2n1	-1
O=C(Nc1ccccc1C(F)(F)F)c1c(O)c2cccc3c2n(c1=O)CCC3	-5
O=c1c2ccccc2nc(C=Cc2ccccc2[N+](=O)[O-])n1-c1cccc(C(F)(F)F)c1	2
O=C(Nc1cccc(C(F)(F)F)c1)c1nn2c(c1Br)NC(c1ccccc1)CC2C(F)(F)F (stereo unspecified)	2
O=C(NCc1ccc(Cl)cc1)c1ccc(N2CC3CC(C2)c2cccc(=O)n2C3)c(NS(=O)(=O)c2ccc(Cl)cc2)c1 (stereo unspecified)	-5
Cc1c(NC(=O)c2ccc(Cl)c([N+](=O)[O-])c2)cccc1-c1nc2ccccc2o1	-54
CCS(=O)(=O)N1CCCC(C(=O)NCCc2ccc(Cl)cc2)C1 (stereo unspecified)	-2
Cc1cccc(N2CCN(Cc3nc4ccccc4n3C)CC2)c1	0
CC1(C)Cc2nc3oc4c(NCc5ccccc5)ncnc4c3cc2CO1	-8
Brc1ccccc1C1=Nn2c(nnc2-c2ccccc2)SC1	-1
CCN(Cc1ccccc1)C(=O)C1CCN(Cc2ccc(OC)c(OC)c2OC)CC1	-9
COC(=O)C1=C(C)NC2=C(C(=O)CC(C)(C)C2)C1c1ccccc1 (stereo unspecified)	-2
CCCC1CCC(c2ccc(C(=O)O)cc2)CC1 (stereo unspecified)	-3
O=C(CN1C(=O)c2cccc3cccc1c23)Nc1ccc2c(c1)OCO2	-18
COCCCn1c(=N)c(C(=O)NC2CCCC2)cc2c(=O)n3ccccc3nc21	-13
CCOc1ccc(OCC)c(NC(=O)C2CCN(c3ncccn3)CC2)c1	-12
CC(=O)NCCn1c(C)cc2ccccc21	4
CCOC(=O)N1CCN(c2cc(=O)n(C3CCCCC3)c(=O)[nH]2)CC1	4
CNC(=O)CCS(=O)(=O)Cc1ccccc1C	0
CC(=O)Nc1nc(C)c(S(N)(=O)=O)s1	8
O=C1C2C3C=CC(C3)C2C(=O)N1CCC(=O)N1c2ccccc2Sc2ccccc21 (stereo unspecified)	-8
O=C(c1ccc(Cn2c(=S)[nH]c3ccc(Br)cc3c2=O)cc1)N1CCN(c2ccc(F)cc2)CC1	-5
O=[N+]([O-])c1ccc(Cl)c2ncccc12	1
COc1ccccc1-n1c(-c2cc(C)n(C)n2)n[nH]c1=S	-1
C=CSc1cccc2ncccc12	-47

Reformatted: entries from further up.
O=[N+]([O-])c1ccc(Cl)c2ncccc12
  14-3-3g Raf = 1

COc1ccccc1-n1c(-c2cc(C)n(C)n2)n[nH]c1=S
  14-3-3g Raf = -1

C=CSc1cccc2ncccc12
  14-3-3g Raf = -47

The list continues.
SMILES	14-3-3g Raf
Cc1ccc(C)c(S(=O)(=O)Nc2ccc3oc4c(c3c2)CCCC4)c1	-6
C/C(Sc1nnc(Cc2ccccc2)o1)=C(/O)c1ccccc1	-3
C=CCn1c(SCc2ccccc2F)nc2sc3c(c2c1=O)CCC3	-11
Cc1cc(C)c(C#N)c(SCC=CCSc2nc(C)cc(C)c2C#N)n1	2
Cc1cc(=O)oc(C)c1C(=O)NCC(C)NC(=O)c1c(C)cc(=O)oc1C (stereo unspecified)	4
O=C(c1cc2cc(Br)ccc2o1)N1CCc2c([nH]c3ccccc23)C1	-19
OCc1nc(CO)n(Cc2ccccc2)n1	-3&-1
CCOC(=O)C1CCN(S(=O)(=O)c2cccnc2)CC1	-2
CC1(c2ccccc2)NC(=O)N(CC(=O)Nc2cccc(C#N)c2)C1=O (stereo unspecified)	-4
O=C(NCCCN1CCCC1=O)C1CCC(Cn2c(=S)[nH]c3ccccc3c2=O)CC1 (stereo unspecified)	-3
CCC(=O)N1CCc2cc(Br)cc(S(=O)(=O)CC(=O)OC)c21	-3&-2
Cc1ccc(CNC(=O)C2CCCN(S(=O)(=O)N3CC(C)CC(C)C3)C2)cc1 (stereo unspecified)	4
CN1C(=O)C(c2nnc(Nc3ccccc3)s2)C2CC1(C)Oc1ccccc12 (stereo unspecified)	2
CSc1nc2c(oc3ccc(Cl)cc32)c(=O)n1CC1CCCO1 (stereo unspecified)	8
CN(C)C=Nc1ccc2nn(-c3ccccc3)nc2c1	6
O=C(CCNS(=O)(=O)c1cccc2nsnc12)NCc1ccccc1Cl	7
COc1cc(S(=O)(=O)N2CCCCCC2)c(OC)cc1Br	-8
O=C(CCn1c(=S)[nH]c2ccsc2c1=O)NC1CCCCC1	-6
CC(C)(C)NCc1cc(Cl)ccc1OCc1cccs1	-8
O=C(CN1C(=O)CC(c2ccco2)Sc2ccccc21)Nc1ccccc1F (stereo unspecified)	-5
O=C(NCc1n[nH]c(=S)n1-c1ccc(F)cc1)c1ccco1	5
Cn1nc(OCc2ccccc2)ccc1=O	1&5
COc1cccc(C(=O)N(Cc2nc(-c3ccc(C)cc3)no2)C(C)C)c1	2
COc1ccc(-c2nc3cc(C)ccn3c2NC(=O)c2ccccc2F)cc1	-40
